From PubChem BioAssay
PERK inhibitor: human PERK inhibition, primary cell-based screen; Q9NZJ5; CHO PERK-DD fusion, SEAP luminescence translation reporter; inhibition, % at 5.6 µM; 220,000 compounds, 0.17% hits; AID 1416;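 active = inhibition above the mean inhibition of all tested compounds plus 3 SD, set separately per screening campaign, cut at about 2.9% in these data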;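 also: PERK kinase domain activated by AP20187 dimerizer at 100 nM; 0% = DMSO with dimerizer and 100% = rapamycin at 8.4 µM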
Furin inhibitor: blocks human furin protease activity; purified furin, fluorogenic substrate cleavage; 220,000 compounds, 0.061% hits; AID 463115; inhibition, % at 30 µM; P09958; in the data active = inhibition above about 25%; also: inactives centre near -15
FXIa inh 1536: factor XIa (human) inhibition. P03951. purified FXIa, Boc-Glu-Ala-Arg-AMC fluorogenic substrate. inhibition, % at 5 µM. 220,000 compounds, 0.14% hits. AID 798;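 active = inhibition of at least 40%; inactive = inhibition below 40%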;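 also: fluorescence of freed AMC excited at 355 nm; 0% = enzyme without compound and 100% = no enzyme blank; many of its hits are not listed in these tables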
KLK5 inh: inhibitors of human kallikrein 5. Q9Y337. recombinant hK5, fluorogenic AMC substrate cleavage. inhibition, % at 5 µM. 210,000 compounds, 0.59% hits;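 active = inhibition of 40% or more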;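 also: 0% = enzyme controls without compound and 100% = no-enzyme blanks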
Rad51 HR inh: Rad51 (human) homologous recombination inhibition | Q06609 | hRad51 DNA strand exchange, fluorescence dequenching | inhibition, % at 10 µM | 200,000 compounds, 0.085% hits;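 active = inhibition above 40% at the single screening dose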;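 also: 0% = DMSO control wells and 100% = blanks with heterologous ssDNA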
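material = hRad51 filaments on single-stranded DNA | timing = filaments 15 min 37 °C, then compound 30 min | signal = FRET fluorescence dequenching, excitation 485 nm, emission 520 nm | benchmarks = control wells and blank wells on each plate | evaluation = percent inhibition relative to plate controls and blanks | compound = 10 µM final, single point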
Calpain2 inh: blocks pig calpain II enzyme activity | purified calpain II, fluorogenic peptide substrate, 30 min | inhibition, % at 16 µM | 220,000 compounds, 0.37% hits;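 active = inhibition above about 50%, limit read from the data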
KCC2 mod: modulates chloride dependent transport by human KCC2 | Q9H2X9 | KCC2 cells, thallium flux FluoZin-2 fluorescence | B-score of Tl+ flux slope (higher = more flux/activation; lower = inhibition) at 10 µM | 190,000 compounds, 2.2% hits | AID 1456;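 active = thallium flux slope and its plate-corrected score both differing from the plate sample mean at a set confidence after two filtering rounds, in either direction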;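 also: slope of fluorescence scaled to starting intensity during 10 to 20 s after thallium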
Thrombin inh: thrombin (human) inhibition | alpha-thrombin, Boc-VPR-AMC fluorogenic substrate cleavage | P00734 | inhibition, % at 5 µM | 220,000 compounds, 0.26% hits | AID 1046;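 active = inhibition at or above 40%; inactive = inhibition below 40%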;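 also: 0% = enzyme with no compound and 100% = wells without enzyme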
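System: Human alpha-thrombin protein | Medium: pH 7.5 Tris (50 mM) with NaCl 150 mM, Tween 20 0.05% | Times: Enzyme reaction carried out at room temperature | Detection: AMC fluorescence, 355/460 nm | Evaluation: Percent inhibition scaled between no-compound controls and no-enzyme blanks | Benchmarks: Enzyme without compound as high, wells lacking enzyme as low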
FXIIa inh 1536: inhibitors of human coagulation factor XIIa. inhibition, % at 5 µM. AID 800. P00748. purified FXIIa, Boc-QGR-AMC fluorogenic substrate, 2 h. 220,000 compounds, 0.3% hits; in the data active = inhibition above about 40%;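 also: 0% = enzyme with no compound and 100% = blank without enzyme; many of its hits are not listed in these tables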
* = called active by the depositor; & = joins results of further samples. Some of the compounds tested; count on the stated rates, not on these rows.

SMILES	PERK inhibitor	Furin inhibitor	FXIa inh 1536	KLK5 inh	Rad51 HR inh	Calpain2 inh	KCC2 mod	Thrombin inh	FXIIa inh 1536
CC[C@@H]1C(=O)OC[C@@H]1Cc1cncn1C	0.6&1.2&2.0	-7&-13	5&19	-5&-8	-9&-5	21&6&-5	-0.91&2.4&-0.23	-1	9&2
